Assay outcomes from PubChem.
STEP inh = STEP (human) phosphatase inhibition. P54829. recombinant STEP, OMFP fluorogenic substrate, fluorescence. inhibition, % at 20 µM. 360,000 tested, 0.25% active. AID 588621;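 active = inhibition at 20 µM, scaled per plate between control wells, above about 37%, limit read from the data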;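 also: 0% = DMSO with enzyme and substrate and 100% = substrate only without enzyme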
Target sequence (P54829 whole entry, looked up): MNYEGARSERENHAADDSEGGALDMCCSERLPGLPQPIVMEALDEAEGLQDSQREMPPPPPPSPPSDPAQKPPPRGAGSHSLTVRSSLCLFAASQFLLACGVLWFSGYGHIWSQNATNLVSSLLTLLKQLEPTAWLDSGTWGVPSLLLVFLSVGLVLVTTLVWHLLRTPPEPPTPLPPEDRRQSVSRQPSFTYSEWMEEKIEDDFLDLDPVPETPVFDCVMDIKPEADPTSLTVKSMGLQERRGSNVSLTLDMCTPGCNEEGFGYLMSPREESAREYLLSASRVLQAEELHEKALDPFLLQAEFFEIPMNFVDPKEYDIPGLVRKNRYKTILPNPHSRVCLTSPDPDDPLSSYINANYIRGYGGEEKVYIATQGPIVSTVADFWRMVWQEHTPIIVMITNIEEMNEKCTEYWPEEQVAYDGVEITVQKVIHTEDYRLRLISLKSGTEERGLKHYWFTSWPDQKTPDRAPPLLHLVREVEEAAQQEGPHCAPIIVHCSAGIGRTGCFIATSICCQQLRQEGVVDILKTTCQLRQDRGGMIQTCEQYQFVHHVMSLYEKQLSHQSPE
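System: isolated STEP enzyme; schedule: 20 min enzyme reaction at room temperature, protected from light; medium: Bis-Tris buffer pH 6.0, 2.5 mM DTT, 0.005% Tween 20; signal: fluorescence, 480/540 nm; dosing: single compound dose of 20 µM, 1% DMSO final; also added: OMFP substrate, 25 µM final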
SUMO1 PPI mod = modulators of human SUMO1-mediated protein-protein interactions | SUMO1 binding to a labelled peptide, TR-FRET, 1 h | inhibition, % at 20 µM | 360,000 tested, 0.33% active; in the data active = inhibition above about 37%
Target sequence (P63165 whole entry, looked up): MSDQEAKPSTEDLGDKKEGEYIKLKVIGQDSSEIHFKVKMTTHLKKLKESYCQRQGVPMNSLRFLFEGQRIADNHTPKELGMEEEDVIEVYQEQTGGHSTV
NRP1-CendR mod = NRP-1/CendR interaction modulation | O14786 | FAM-RPARPAR peptide binding to NRP-1, fluorescence polarization | inhibition, % at 25 µM | 360,000 tested, 0.85% active;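 active = inhibition or corrected inhibition above about 18%, plus a signal ratio from 0.5 to 1.5, limit read from the data, passing the limit was not always enough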; also: strong numbers were not always called active
MsrA inh = inhibitors of bovine MsrA; 360,000 tested, 0.75% active; purified bovine MsrA, absorbance read-out; inhibition, % at 15.5 µM; in the data active = inhibition above about 4.5%;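 also: 0% = vehicle wells with enzyme and 100% = reference inhibitor wells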
DNMT1 inh = blocks human DNA methyltransferase DNMT1; P26358; DNMT1 molecular beacon, Hinp1I cleavage, fluorescence; inhibition (reported as % activation of signal), % at 10 µM; 360,000 tested, 0.83% active; in the data active = inhibition above about 50%
LMPTP inh = blocks human LMPTP phosphatase; P24666; inhibition, % at 20 µM; 360,000 tested, 0.22% active; recombinant LMPTP-A, OMFP fluorogenic substrate, fluorescence intensity;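 active = compounds that cut the enzyme signal by at least half of the control window in the single-dose screen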;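 also: plate controls were DMSO wells with enzyme plus substrate for no effect and substrate without enzyme for full effect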
Target sequence (P24666 whole entry, looked up): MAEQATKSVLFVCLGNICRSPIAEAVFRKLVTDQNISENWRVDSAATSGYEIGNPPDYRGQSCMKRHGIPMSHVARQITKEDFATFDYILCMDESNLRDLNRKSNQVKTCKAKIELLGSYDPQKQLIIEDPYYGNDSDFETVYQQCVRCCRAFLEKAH
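Test system: LMPTP-A, protein tyrosine phosphatase of low molecular weight; Input: 0.625 nM enzyme; Incubation: 50 min dark incubation at room temperature; Signal: endpoint fluorescence intensity from OMFP dephosphorylation; Read-out basis: % inhibition versus control wells.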
Scp1 inh = inhibitors of human Scp-1 phosphatase. 340,000 tested, 0.88% active. Q9GZU7. AID 493091. inhibition, % at 20 µM. Recombinant Scp1, phosphopeptide, malachite green phosphate absorbance;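 active = inhibition above about 50% at 20 µM, limit read from the data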;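 also: plate controls were DMSO wells with enzyme for no effect and wells lacking enzyme for full effect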
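Incubation: 45 min enzyme reaction at room temperature / System: truncated SCP-1 phosphatase (76-261aa) / Reagent: Phospho 17-mer peptide substrate / Buffer or medium: Acidic Tris acetate buffer with magnesium and detergent / Signal: absorbance at 630 nm / Doses: one concentration, 20 µM, with 1.0% DMSO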
E coli Lon inh = inhibits E. coli Lon protease. P0A9M0. purified E. coli Lon protease, fluorescence polarization. inhibition, % at 7.94 µM. 360,000 tested, 0.42% active. AID 602123; in the data active = inhibition above about 13%, passing the limit was not always enough;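 also: 0% = enzyme with probe and DMSO and 100% = no enzyme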
TbMetRS inhib = blocks T. brucei methionyl-tRNA synthetase activity. AID 624268. 360,000 tested, 0.4% active. inhibition, % at 11.9 µM. purified T. brucei MetRS, ATP depletion, Kinase-Glo luminescence;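 active = inhibition above a per-plate cutoff of the control wells' mean inhibition plus 3 SD, cut at about 5.5% in these data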;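 also: 0% = DMSO wells median and 100% = median of wells with control inhibitor compound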
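Test system: purified T. brucei MetRS enzyme. Also added: ATP, methionine and E. coli bulk tRNA substrates. Compound: 11.9 µM single point. Schedule: 15 min enzyme-compound preincubation, 2 h reaction, 10 min detection, 25 °C. Signal: luciferase luminescence of residual ATP, Kinase-Glo. Evaluation: percent inhibition versus plate control medians. Controls: DMSO wells, low control.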
MsrA act = activators of bovine methionine sulfoxide reductase A; purified bovine MsrA, absorbance read-out; activation, % at 10.6 µM; 360,000 tested, 0.3% active; AID 602163; in the data active = activation above about 7.5%;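 also: 0% = vehicle and 100% = reference activator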
* marks the source's active call; other numbers are inactive results; · = not tested or not shown.

SMILES	STEP inh	SUMO1 PPI mod	NRP1-CendR mod	MsrA inh	DNMT1 inh	LMPTP inh	Scp1 inh	E coli Lon inh	TbMetRS inhib	MsrA act
Cc1ccccc1-n1c(SCC(=O)O)nc2sc3c(c2c1=O)CCCC3	3	3	-4	1.9	6	1.1	-12	0	-0.3	-1
Cc1ccc(C(=O)Nc2cccnc2N2CCN(C)CC2)cc1	2	0	-11	-0.3	-2	-2.5	-12	-2	-0.2	-2
O=C(CN1C(=O)CS/C1=C\c1nc(-c2ccc(Cl)cc2)cs1)Nc1cccnc1Cl	-1	10	-9	1.9	-8	1.8	-12	-6	-0.3	-5
N/C(=N\OC(=O)CC1CCCCC1)c1ccc([N+](=O)[O-])cc1	-1	-23	16	0.8	5	0.5	0	-5	-1.3	-10
COc1ccc(CN2CCNC(=O)C2CC(=O)N2CCCCO2)cc1OC (stereo not drawn)	5	2	1	2.3	-7	0.1	-4	-3	-0.5	-5
CCCn1c(N)c(N(CCOC)C(=O)c2ccc(F)cc2)c(=O)[nH]c1=O	-1	1	-3	1.2	1	-0.8	-3	3	0.9	-5
CC(C)[C@H](NC(=O)NCCc1ccc(F)cc1)C(=O)O	-1	2	6	-0.4	5	2.4	3	1	-1.5	-11
COc1ccc(C(=O)NC2CC(C)(C)Cc3occc32)cc1 (stereo not drawn)	0	2	3	-1.3	1	-0.2	2	-3	-1.0	-4
Cc1ccccc1CN1CCN(CC(=O)NCc2ccccc2)CC1	-5	-2	5	-0.4	0	-1.7	-5	-10	-0.9	-7
O=C(/C=C/c1cccs1)c1ccco1	1	-8	9	2.3	3	2.2	0	-9	-0.3	-1
COC(=O)c1ccc(Oc2c(C)oc3cc(OCc4cnn(-c5ccccc5)c4)ccc3c2=O)cc1	-2	-2	7	-1.0	-7	3.9	0	3	1.3	-3
Cc1ccc(NS(=O)(=O)c2ccc(C)c(NC(=O)COc3ccccc3)c2)c(C)c1	4	5	-4	0.2	-2	0.9	-9	7	0.0	-2
CCC(=O)NCCc1nc2ccccc2n1CC(=O)c1ccccc1	1	-1	-7	0.6	0	-1.7	-12	-1	-0.6	-4
C=CCOc1c(Br)cc(/C=C2/C(=O)ON=C2C)cc1OC	0	-3	5	0.9	-1	1.2	6	-3	0.1	0
CCCOc1ccc(/C=C2/C(=O)ON=C2C)cc1OCC	2	19	-13	-0.8	13	0.3	-5	-3	0.0	-2
CCOc1ccc(NC(=O)C2CC(=O)N(C(C)C)C2)cc1 (stereo not drawn)	0	0	3	-0.7	1	-0.6	2	-1	0.0	-1
CCOC(=O)C1(Cc2cccc(Cl)c2)CCCN(C(=O)CCSC)C1 (stereo not drawn)	-1	0	3	-1.7	10	-0.8	-2	-1	-0.5	-1
CCOc1ccccc1C1CC(=O)NC(SCC)=C1C#N (stereo not drawn)	-1	4	-7	-0.5	4	-0.5	-6	-5	-0.5	0
CCN(CC(=O)Nc1ccc(NC(C)=O)cc1)CC(=O)Nc1cccc2ccccc12	0	-2	-1	1.2	-2	-1.0	·	-3	-0.3	-1
COCCN(C(=O)COC(=O)c1ccc2ccccc2c1)c1c(N)n(Cc2ccccc2)c(=O)[nH]c1=O	-1	-4	-3	3.2	3	-0.3	·	-6	0.2	-2
COC(=O)c1ncn(C2OC(COC(C)=O)C(OC(C)=O)C2OC(C)=O)n1 (stereo not drawn)	-1	-1	0	-0.8	3	-1.4	5	-1	-0.2	-8
Cc1ccc(NC(=O)/C(C#N)=N/Nc2ccc(C(=O)O)cc2)c(C)c1	0	-25	6	4.2	6	2.9	-8	-8	-1.6	-17
CN(C)NC(=O)C(NC(=O)c1ccc(N)cc1)C12CC3CC(CC(C3)C1)C2 (stereo not drawn)	-3	2	6	0.9	0	-1.6	-1	9	-0.7	-2
COc1cccc(N2CCN(S(=O)(=O)c3cc4c(cc3Cl)NC(=O)CO4)CC2)c1	0	4	-7	0.1	-2	-0.5	-1	-3	-0.1	-3
C=CCn1c(SCc2cc(=O)n3ccsc3n2)nc2cc(Cl)ccc2c1=O	1	3	-11	-0.1	-8	0.9	-6	11	-0.9	-4
N#CC(=C1SC=CS1)c1nc(-c2ccccc2)cs1	6	0	-16	0.6	-15	0.2	-20	-15	-0.1	-4
NC(=O)C1CCN(Cc2nnnn2Cc2ccco2)CC1	-14	-1	1	0.2	-3	-3.0	-6	-3	-0.9	-11
CC(OC(=O)CNC(=O)c1ccco1)C(=O)N(C)c1ccccc1 (stereo not drawn)	-2	3	6	1.3	-5	-2.2	-11	0	0.2	-2
CC(c1ccncn1)N(C)Cc1nc(-c2ccc(C(F)(F)F)cc2)no1 (stereo not drawn)	-2	-2	-7	-0.2	-3	-1.1	-8	-3	0.7	-1
CCC(C)NC(=O)C1c2ccccc2Oc2ccccc21 (stereo not drawn)	2	6	-8	-0.8	3	-1.0	-6	-5	-0.4	-4
CCOc1ccccc1C(=O)NCC(=O)N1CCC(C)CC1	-1	0	-2	0.4	4	-0.3	-3	1	-0.5	-9
c1ccc(-c2cn(-c3ccccc3)c3[n+]2CCS3)cc1	0	-1	-5	-0.5	-3	-1.1	2	7	-0.7	-1
COc1ccc(C)cc1NC(=O)c1ccc(NC(=O)CC2SC(N3CCCC3)=NC2=O)cc1 (stereo not drawn)	3	2	-2	0.3	-1	1.5	-8	-9	-1.4	-6
COc1ccc(CCn2c(C)cc(C(=O)COC(=O)c3cnccn3)c2C)cc1	2	-15	-14	-1.2	-8	2.8	-10	-3	0.2	-5
CCOC(=O)[C@]12CCC=C1N(Cc1cccc3ccccc13)C(=O)[C@H](CC(=O)NCCCCc1ccccc1)C2	·	0	6	1.5	·	7.2	·	-2	-1.3	-3
CCCNC(=O)C1CC(=O)N(c2ccc(OCc3ccc(Cl)cc3)cc2)C1 (stereo not drawn)	2	5	-1	0.2	2	1.5	0	-1	1.0	3
COc1cccc(NC2c3ccccc3C(=O)N2Cc2ccccc2Cl)c1 (stereo not drawn)	-1	1	2	0.5	-6	4.1	4	9	0.1	-1
Cc1oc2c(O)c(O)ccc2c(=O)c1-c1ccc(Cl)cc1	6	-1	-72	-0.7	7	2.3	-5	16*	-0.4	-6
O=C(O)CC1CC(O)CCC1=O (stereo not drawn)	0	1	-9	0.8	-3	-2.2	·	3	-1.4	-14
O=C(CCCOc1ccc(Cl)cc1)NC1CCCCC1	0	-4	10	0.9	0	-1.0	-5	2	0.1	-1
CCOCCCn1c(SC(C)C(=O)NCC2CCCO2)nc2sc(C)c(C)c2c1=O (stereo not drawn)	-1	-1	-14	0.7	5	0.2	1	-2	-0.3	-5
O=C(NCCc1cn2cccnc2n1)C1CCC(=O)N(Cc2ccccc2F)C1 (stereo not drawn)	0	0	-7	0.6	4	-2.0	·	4	0.3	-2
CCOCCCNC(=O)c1ccc2c(c1)ncn2-c1ccccc1OC	3	1	5	1.2	2	-1.7	1	9	-1.2	-6
CC(C)CC(c1nnnn1Cc1ccccc1)N1CCN(C(=O)c2ccco2)CC1 (stereo not drawn)	0	-2	-10	2.1	2	-1.8	-5	8	-1.5	-2
C[C@@H](C(=O)NCCc1ccc(F)cc1)N1C(=O)N2CCc3c([nH]c4ccccc34)[C@@]2(C)C1=O	6	-4	5	0.4	3	0.7	7	-9	-0.2	3
Cc1cc(N2C(=O)C3C4C=CC(C4)C3C2=O)no1 (stereo not drawn)	-2	3	7	-0.2	2	-3.4	-5	-3	-0.1	4
Oc1ccc(/C=N/Nc2nc(-c3ccccc3F)nc3ccccc23)c(O)c1	-6	-12	-43	1.1	-8	5.6	-2	-14	-1.2	-7
O=c1cc(-c2ccccc2)[nH][nH]1	1	-2	-16	0.0	-8	-2.7	-5	-5	-0.7	-5
O=C(CN1C(=O)c2ccccc2C1=O)NCCc1c[nH]c2ccccc12	-4	-3	-6	-0.3	-8	-0.6	-5	15	0.1	-3
O=C(O)CSc1nnc(COc2cccc3ccccc23)o1	0	3	4	1.3	0	0.4	-10	-2	-0.1	-1
O=C1Cc2cc([N+](=O)[O-])ccc2N1c1c(Cl)cccc1Cl	0	-19	11	-1.0	-17	1.2	-9	-6	-0.7	-3
COc1ccc(CNC(=O)CN(c2ccc(OC)c(Cl)c2)S(=O)(=O)c2ccc(C)cc2)cc1	-1	2	-11	1.7	-8	4.3	-12	1	0.0	-2

Compounds from the list above with an aryl methoxy group (9):
SMILES	STEP inh	SUMO1 PPI mod	NRP1-CendR mod	MsrA inh	DNMT1 inh	LMPTP inh	Scp1 inh	E coli Lon inh	TbMetRS inhib	MsrA act
COc1ccc(CN2CCNC(=O)C2CC(=O)N2CCCCO2)cc1OC (stereo not drawn)	5	2	1	2.3	-7	0.1	-4	-3	-0.5	-5
COc1ccc(C(=O)NC2CC(C)(C)Cc3occc32)cc1 (stereo not drawn)	0	2	3	-1.3	1	-0.2	2	-3	-1.0	-4
C=CCOc1c(Br)cc(/C=C2/C(=O)ON=C2C)cc1OC	0	-3	5	0.9	-1	1.2	6	-3	0.1	0
COc1cccc(N2CCN(S(=O)(=O)c3cc4c(cc3Cl)NC(=O)CO4)CC2)c1	0	4	-7	0.1	-2	-0.5	-1	-3	-0.1	-3
COc1ccc(C)cc1NC(=O)c1ccc(NC(=O)CC2SC(N3CCCC3)=NC2=O)cc1 (stereo not drawn)	3	2	-2	0.3	-1	1.5	-8	-9	-1.4	-6
COc1ccc(CCn2c(C)cc(C(=O)COC(=O)c3cnccn3)c2C)cc1	2	-15	-14	-1.2	-8	2.8	-10	-3	0.2	-5
COc1cccc(NC2c3ccccc3C(=O)N2Cc2ccccc2Cl)c1 (stereo not drawn)	-1	1	2	0.5	-6	4.1	4	9	0.1	-1
CCOCCCNC(=O)c1ccc2c(c1)ncn2-c1ccccc1OC	3	1	5	1.2	2	-1.7	1	9	-1.2	-6
COc1ccc(CNC(=O)CN(c2ccc(OC)c(Cl)c2)S(=O)(=O)c2ccc(C)cc2)cc1	-1	2	-11	1.7	-8	4.3	-12	1	0.0	-2
